# RmlCD inh 1536 – inhibitors of Mycobacterium tuberculosis RmlC and RmlD coupled enzymes; P9WH09+P9WH11; RmlC+RmlD coupled enzyme assay, percent inhibition; primary screen in compound mixtures; inhibition, % at 3.6 µM; 160,000 tested, 0.03% active; AID 1533; in the data active = inhibition mostly above about 34%, no sharp cut-off; also: some results filed as inactive read as strong as hits
# Target sequence (P9WH09 whole entry, looked up): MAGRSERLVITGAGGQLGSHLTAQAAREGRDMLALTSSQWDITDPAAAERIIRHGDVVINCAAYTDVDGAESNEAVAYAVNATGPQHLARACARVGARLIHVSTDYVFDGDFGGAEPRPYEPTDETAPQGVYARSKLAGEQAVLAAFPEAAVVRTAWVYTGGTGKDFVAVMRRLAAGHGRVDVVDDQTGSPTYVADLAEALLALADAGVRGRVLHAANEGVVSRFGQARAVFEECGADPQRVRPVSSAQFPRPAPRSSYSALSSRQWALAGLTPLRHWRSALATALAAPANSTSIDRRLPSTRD
# Target sequence (P9WH11 whole entry, looked up): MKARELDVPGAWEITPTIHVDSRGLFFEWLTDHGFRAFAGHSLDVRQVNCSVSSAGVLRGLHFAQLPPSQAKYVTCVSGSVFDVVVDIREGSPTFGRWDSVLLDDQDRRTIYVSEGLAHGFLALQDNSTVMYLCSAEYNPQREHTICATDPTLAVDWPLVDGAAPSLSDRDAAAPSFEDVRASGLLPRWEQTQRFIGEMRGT
# M. tuberculosis GlmU – inhibition of mycobacterial GlmU enzyme – biochemical, glucosamine-1-phosphate acetyltransferase (AID 1376); M. tuberculosis GlmU acetyltransferase enzyme assay; higher % means a stronger effect; 220,000 tested, 0.25% active; inhibition, %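 (tested at 30 µM in the primary screen)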; hits with a dose series show IC50 in µM; in the data active = inhibition above about 13%;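 also: 0% = complete reaction with vehicle and 100% = reaction without substrate; strong numbers were not always called active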
# * marks the source's active call; other numbers are inactive results; nt = not tested or not shown. An excerpt (hit frequency here may not be typical).
# Preview:
Compound,RmlCD inh 1536,M. tuberculosis GlmU
CN(C)c1ccc(C(CNS(=O)(=O)c2ccc3ccccc3c2)c2c[nH]c3ccccc23)cc1 (stereo not given),-8,-5.7%
CCOC(=O)c1ccc(NC(=S)N(CCCN2CCCCCC2)Cc2ccco2)cc1,15,2.8%
Fc1ccccc1Cc1noc(CN2CCN(Cc3ccc4c(c3)OCO4)CC2)n1,nt,-0.3%
CCN(CC)CCCN1C(=O)c2oc3ccccc3c(=O)c2C1c1cc(OC)ccc1OC (stereo not given),nt,0.9%
CCn1cc(-c2cc(C(=O)O)c3ccccc3n2)c(C)n1,-12,3.0%

# The list itself, previewed entries included:
Compound,RmlCD inh 1536,M. tuberculosis GlmU
CN(C)c1ccc(C(CNS(=O)(=O)c2ccc3ccccc3c2)c2c[nH]c3ccccc23)cc1 (stereo not given),-8,-5.7%
CCOC(=O)c1ccc(NC(=S)N(CCCN2CCCCCC2)Cc2ccco2)cc1,15,2.8%
Fc1ccccc1Cc1noc(CN2CCN(Cc3ccc4c(c3)OCO4)CC2)n1,nt,-0.3%
CCN(CC)CCCN1C(=O)c2oc3ccccc3c(=O)c2C1c1cc(OC)ccc1OC (stereo not given),nt,0.9%
CCn1cc(-c2cc(C(=O)O)c3ccccc3n2)c(C)n1,-12,3.0%
COC(=O)C[C@H]1c2cc(F)ccc2S(=O)(=O)N1c1ccc(N(C)C)cc1,nt,3.6%
NC(=O)C1=C[C@@H](c2ccc(C(F)(F)F)cc2)C[C@@H](OCc2ccc(CO)cc2)O1,nt,-1.5%
CCCC(=O)NC(=S)Nc1cccc(Cl)c1N1CCCCC1,-12,-1.6%
C/C(=C\C(=O)c1ncc(C(F)(F)F)cc1Cl)N(C)C,6,1.6%
Clc1nc2c(-c3ccccc3)nnn2c2ccccc12,6,-9.3%
Clc1ccc(OCCOCCN2CCc3ccccc3C2)c(Cl)c1,11,-7.1%
COc1cccc(C(C(=O)NC2CCCC2)N(C(=O)c2ccco2)C2CC2)c1OC (stereo not given),11,6.4%
Cc1nn(Cc2ccc(F)cc2)c2sc(C(=O)Nc3nccs3)cc12,9,0.5%
CCOc1ncccc1C(=O)OCC(=O)N(CC(C)C)C1CCS(=O)(=O)C1 (stereo not given),3,2.3%
CCN(CC)CCCN(Cc1cc2cc3c(cc2[nH]c1=O)OCO3)C(=S)Nc1ccccc1OC,-3,3.1%

# Further structures
Compound,RmlCD inh 1536,M. tuberculosis GlmU
Cc1cc(C)nc(N2CCC(C(=O)Nc3cccc(C(F)(F)F)c3)CC2)n1,-5,-3.1%
CC(=O)CCC(=O)OCC(=O)Nc1ccc(SC(F)F)cc1,17,-3.3%
CC(=O)c1cccc(NC(=O)C2CCCN(S(=O)(=O)c3cccc4cccnc34)C2)c1 (stereo not given),8,13%*
CCCSc1ncnc2c1oc1ccccc12,2,3.2%
O=C(N[C@@H](Cc1ccc(O)cc1)C(=O)O)c1ccncc1,nt,0.5%
Cc1oc(C(N)=O)nc1-c1ccccc1,-8,0.1%
COc1cc2nc(N(C)C)nc(N)c2cc1OC,-4,-1.2%
CC(C)CN1CN(Cc2ccccc2)CNC1=S,nt,-1.1%
CCOC(=O)C=C1CCN(c2ncc(C(F)(F)F)cc2Cl)CC1,5,-1.1%
O=C1CC(c2ccc(Cl)c([N+](=O)[O-])c2)c2ccc3ccccc3c2N1 (stereo not given),5,0.1%
S=c1[nH]nc(CSc2nc3ccccc3s2)n1C1CCCCC1,-10,8.1%
COc1ccc(-c2nc(CS(=O)CC(=O)NCc3cccnc3)c(C)o2)cc1 (stereo not given),10,1.4%
O=C(O)CCCc1nc(-c2ccc(Cl)cc2)no1,-8,2.4%
COc1ccc(C(=O)CC(c2ccccc2)S(=O)(=O)c2ccc(C)cc2)cc1 (stereo not given),4,-0.7%
COc1ccc(C(C(=O)NC2CCCC2)N(Cc2ccc(C)cc2)C(=O)c2ccn[nH]2)cc1OC (stereo not given),-1,0.4%

# The listing continues.
Compound,RmlCD inh 1536,M. tuberculosis GlmU
COC(=O)N/N=C/c1ccc(Oc2ccccc2)cc1,2,-7.0%
C=CCn1c(-c2cccn(Cc3cccc(Cl)c3)c2=O)n[nH]c1=S,-9,-1.5%
CC(C)(C)C(=O)NC(Nc1cccc2cccnc12)C(Cl)(Cl)Cl (stereo not given),0,nt
CCCc1cc(=O)[nH]c(SCC(=O)Nc2ccc(Br)cc2Br)n1,5,1.6%
COc1ccc(CN(C(=O)c2snc(C(N)=O)c2N)C(C(=O)NC(C)(C)C)c2ccco2)cc1 (stereo not given),-12,-0.2%
CC(C)Cn1nc(NC(=O)C(C)(C)C)c2cc3ccccc3nc21,-8,2.5%
NC(=S)N/N=C1\CCSc2ccc(Cl)cc21,6,0.2%
COCc1cc(C)nc2sc3c(=O)n(-c4cccc5ccccc45)nnc3c12,nt,1.7%
C/C(=N\NC(=S)NC(C)C)c1cccc([N+](=O)[O-])c1,nt,4.1%
CC1CC(C)CN(C(=O)CSc2nc(N)cc(=O)[nH]2)C1 (stereo not given),-7,-0.3%
O=c1c(C(c2ccc(Br)cc2)c2c(O)nc3n(c2=O)CCCS3)c(O)nc2n1CCCS2,4,7.1%
CCOc1ccc(S(=O)(=O)N(CC(=O)O)c2ccc(C)cc2)cc1,7,-3.4%
CC(C)c1ccc(-c2nnn(CCC(=O)O)n2)cc1,1,-1.2%
COc1ccc2c(c1)c(C(=O)CN1CCN(C)CC1)c(C)n2Cc1ccccc1,11,0.3%
O=C(Cc1c(C(=O)O)[nH]c2ccccc12)NCCN1CCN(c2cccc(Cl)c2)CC1,-15,3.5%

# Additional entries
Compound,RmlCD inh 1536,M. tuberculosis GlmU
C/C(Cn1nnc([N+](=O)[O-])n1)=N\NC(=O)c1ccc(Cl)c(Cl)c1,-4,1.5%
CN(C)c1ccc(NC(=O)CSc2n[nH]c(-c3ccco3)n2)cc1,-3,-1.5%
Cc1ccc(-c2nn(-c3ccccc3)cc2C(=O)Nc2ccc(C)c(S(=O)(=O)N3CCOCC3)c2)cc1,-7,5.0%
CC(C)OC(=O)/C(=C\c1ccccc1)NC(=O)c1ccccc1,3,0.1%
COc1ccc(-n2c(CNC(=O)c3ccc(S(=O)(=O)N4CCCC4)cc3)n[nH]c2=S)cc1,nt,3.5%
CCCCC1(O)CC(C(F)(F)F)=NN1C(=O)COc1ccccc1 (stereo not given),nt,1.9%
CCOCCCNC(=O)C(c1ccc(OC)cc1)N(Cc1cccs1)C(=O)CNC(C)=O (stereo not given),-9,-0.7%
COC(=O)c1c(NC(=O)Cn2nc(C(F)F)cc2C(F)F)sc(C)c1C,2,3.4%
CC(C(=O)Nc1ccc(S(=O)(=O)N2CCCCC2)cc1)N1CCN(c2ccccn2)CC1 (stereo not given),0,0.7%
CC(=O)CSc1nc2ccccc2o1,nt,-2.5%
O=Cc1c(N2CCN(c3cccc(Cl)c3)CC2)nc2ccccn2c1=O,8,-4.5%
Cc1ccc(C(=O)n2cc(CCN3CCS(=O)(=O)CC3)c3ccccc32)cc1,-2,1.5%
CNC(=O)N(O)C1N(/N=C/c2cccnc2)C(=S)SC1(C)C (stereo not given),44,1.6%
O=C1CSC(c2cccc([N+](=O)[O-])c2)N1c1ccccc1 (stereo not given),3,-3.0%
Cn1c(SCC(=O)NC2CCCCCC2)nnc1-c1cccs1,-7,nt

# For reference, part of the list above:
Compound,RmlCD inh 1536,M. tuberculosis GlmU
CNC(=O)N(O)C1N(/N=C/c2cccnc2)C(=S)SC1(C)C (stereo not given),44,1.6%
O=C1CSC(c2cccc([N+](=O)[O-])c2)N1c1ccccc1 (stereo not given),3,-3.0%
Cn1c(SCC(=O)NC2CCCCCC2)nnc1-c1cccs1,-7,nt

# More structures
structure	RmlCD inh 1536	M. tuberculosis GlmU
CC1CCc2cc(F)cc3c(O)c(C(=O)NCC4CCCO4)c(=O)n1c23 (stereo not given)	0	2.4%
O=C(O)c1ncc(-c2ccccc2)cn1	nt	7.3%
COc1ccc(N2CCN(C(=S)Nc3cc(C)cc(C)c3)CC2)cc1	2	2.1%
C#CCOCCOCCOCCNc1nc(N2CCN(C(=O)Cn3cc(CC(C)O)nn3)CC2)nc(N2CCN(C(=O)[C@H](CCCCN)n3cc(CCC(=O)O)nn3)CC2)n1 (stereo not given in full)	nt	-0.3%
CCc1ccc2nc(-c3cccc(C)c3)nc(SCC(=O)NCC3CCCO3)c2c1 (stereo not given)	-7	-2.7%
Cc1[nH]n(-c2ccc([N+](=O)[O-])cc2)c(=O)c1C=NCCN1CCN(C(=O)c2cccc(F)c2)CC1	7	1.4%
CCOC(=O)c1[nH]c(C)c(C(=O)NC2CCCCCC2)c1C	8	-2.1%
Cc1ccc(N(CC(=O)Nc2ccc(S(=O)(=O)N3CCOCC3)cc2)S(C)(=O)=O)cc1C	nt	1.0%
Fc1ccc(-c2cc3nc(-c4ccccc4)cc(N4CCOCC4)n3n2)cc1	-2	-0.4%
COc1ccc(Cl)c(Cn2c(NCCCO)nc3c2c(=O)n(C)c(=O)n3C)c1	6	1.0%
N#Cc1ccsc1NC(=O)COC(=O)c1cc(Br)ccc1O	nt	-4.5%
COc1ccc(CCN2C(=O)C3C4CC(C5C(C(=O)O)=NOC45)C3C2=O)cc1OC (stereo not given)	10	3.3%
CNC(=O)CSc1nnc(-c2ccccc2F)n1CCc1ccccc1	0	nt
COc1ccc(CNC(=O)COC(=O)/C=C/c2ccc(S(=O)(=O)N3CCOCC3)cc2)cc1	-2	2.3%
CC(C)c1ccc(C(N)=S)cc1	10	8.8%

# (further entries)
structure	RmlCD inh 1536	M. tuberculosis GlmU
Cc1noc(C)c1CSCc1ccc(Cl)cc1	-9	-0.1%
COC(=O)c1ccc2c(c1)C(C)(C)C(/C=C/c1ccccc1O)=[N+]2C	2	3.6%
O=C(COC(=O)C(c1ccccc1)c1ccccc1)NCc1ccco1	-9	1.4%
Cc1nc(NC(=O)CN2CCOCC2)sc1-c1ccccc1	-8	1.6%
CC(C)(C)C(=O)OCc1nc(-c2ccc(O)c(O)c2)cs1	nt	1.6%
NS(=O)(=O)c1ccc(CNC(=O)c2cc(-c3ccccn3)nc3ccc(Cl)cc23)cc1	-1	2.0%
O=C1[C@H]2[C@H](C=CC[C@H]2C(=O)N2CCOCC2)CCN1Cc1ccccc1	nt	-3.5%
COc1ccc(NC(=S)NCCc2ccccc2OC)c(OC)c1	-10	-3.5%
CCOC(=O)CSc1nc(Cc2ccccc2)nc2ccccc12	nt	1.9%
CCc1[nH]nc2c1C1(C(=O)N(Cc3ccccc3)c3ccccc31)C(C#N)=C(N)O2 (stereo not given)	nt	-3.3%
COc1ccc(OC)c(CCNC(=O)CC2Oc3ccccc3NC2=O)c1 (stereo not given)	-4	-3.6%
COc1ccc(OC)c2c(C)cc(C)nc12	nt	4.8%
COc1ccccc1-c1cc2ccccc2[nH]1	nt	-1.3%
C/C=C/c1ccc(OCCCCN2CCN(CC)CC2)c(OC)c1	-9	-5.0%
CC1CCN(c2cc(=O)n(C3CCCCC3)c(=O)[nH]2)CC1	-12	-0.8%

# Further entries.
structure	RmlCD inh 1536	M. tuberculosis GlmU
COc1cc(O)c(/C=N/NC(=O)c2ccncc2)c(OC)c1[N+](=O)[O-]	-13	4.8%
CC(C)(C)NCC(O)CON=C1c2ccccc2-c2ccccc21 (stereo not given)	nt	-6.0%
O=c1c2ccccc2nc2c3ccccc3ncn12	nt	-3.3%
NC(=O)C1CCN(C(=O)COc2ccc3ccccc3c2)CC1	nt	9.0%
CN1CC(C(=O)c2ccc(F)cc2)C(c2c(F)cccc2Cl)C1 (stereo not given)	1	-6.1%
COc1ccccc1NS(=O)(=O)c1cccc(C(=O)N/N=C/c2cn(-c3ccccc3)nc2-c2ccccc2)c1	3	-2.8%
O=C(Nc1cccc(C(F)(F)F)c1)/C(=C\c1ccco1)NC(=O)c1cccs1	nt	5.9%
O=C(NCCN1CCOCC1)C1CCN(S(=O)(=O)N2CCCCC2)CC1	-30	1.3%
CN(c1ccccc1)S(=O)(=O)c1ccc(NC(=S)Nc2ccccc2)cc1	-7	18%*
Cc1ccc(OCC(=O)Nc2ccccc2F)cc1C	-6	1.1%
COCCNC(=O)/C(C#N)=C/c1ccc(OCc2ccccc2)cc1	5	-5.7%
COc1cccc(-c2nc(C(N)=O)c3[nH]c(=O)n(-c4cccc(Cl)c4)c3n2)c1OC	5	-4.9%
OC(C#CCN1CCOCC1)(c1ccccc1)C1CCCCC1 (stereo not given)	nt	-6.8%
CCC1Oc2ccc(C)cc2N(CC(=O)NCc2ccccc2OC)C1=O (stereo not given)	-9	0.2%
Cc1cc(C)c(NC(=O)Cn2cc3c(n2)CCCC3)c(C)c1	1	-1.4%

# Carrying on.
structure	RmlCD inh 1536	M. tuberculosis GlmU
Cc1cc(OCC(=O)Nc2cccc(S(=O)(=O)NC3=NCCCCC3)c2)ccc1Cl	9	1.4%
CN(C)CCNC=C(C(=O)Nc1ccc(Cl)cc1Cl)C(=O)Nc1ccc(Cl)cc1Cl	-3	0.4%
CCCOc1ccc(S(=O)(=O)NCCN2CCOCC2)c2ccccc12	-7	-7.2%
O=C(/C=C/c1cccc(F)c1)Nc1cc(S(=O)(=O)N2CCOCC2)ccc1N1CCCC1	3	6.0%
Cc1ccc(C)c(/C(O)=C2\C(=O)C(=O)N(CCCn3ccnc3)C2c2ccncc2)c1 (stereo not given)	nt	-3.1%
Cc1cc2nc(N)sc2cc1[N+](=O)[O-]	-5	4.8%
O=C(NC1CCCCC1)C(c1ccccc1)N1CCOCC1 (stereo not given)	-4	-5.2%
CCNC(=S)NS(=O)(=O)c1ccc(F)cc1	4	0.4%
COc1ccc(-c2cn[nH]c2C)cc1OC	nt	2.0%
Cc1ccc(Cn2ccc(NC(=O)c3cc(C(C)C)on3)n2)cc1	-9	-0.2%

# Bioassay records from PubChem.
